Source: PubChem
MEKK2wt PB1 HTS: raises or lowers MEK5 binding to wildtype human MEKK2 PB1 domain; bead flow cytometry, Alexa488-MEK5 binding to MEKK2 WT; actives lie on both sides; binding response (% of control), % at 10 µM; actives 1.1% (n = 290,000); in the data active = binding response below about 67% or above about 130%; inconclusive = no clear call, values can overlap the other calls; inactive = in between
IMP-1 inhibitor: inhibitors of Pseudomonas aeruginosa IMP-1 metallo-beta-lactamase. actives 0.45% (n = 290,000). purified IMP-1, nitrocefin hydrolysis, epi-absorbance fluorescence. AID 1556. inhibition, % at 5.6 µM;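 active = inhibition above the mean plus 3 SD of all compounds in the same screening run, cut at about 4.5% in these data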;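 note: 0% = IMP-1 with DMSO and 100% = DMSO wells lacking enzyme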
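System: purified IMP-1; amount: IMP-1 0.2 nM before substrate addition; compound: single dose, 5.6 µM; times: 25 °C, 15 min preincubation, 25 min reaction; signal: Epi-absorbance via hydrolysed-nitrocefin quenching of white-plate fluorescence, 480/530 nm, EDTA stop; benchmarks: DMSO with and without IMP-1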
MEKK2mut PB1 HTS: signal of MEK5 binding to mutant human MEKK2 PB1 domain; bead flow cytometry, Alexa488-MEK5 binding to MEKK2 mutant; percent response, % at 10 µM; actives 0.35% (n = 290,000); in the data active = percent response above about 24%, passing the limit was not always enough; note: inactives centre near 1; some results filed as inactive read as strong as hits
VIM-2 inhibitor: blocks Pseudomonas aeruginosa VIM-2 metallo-beta-lactamase. inhibition, % at 5.6 µM. purified VIM-2, nitrocefin hydrolysis, epi-absorbance fluorescence. AID 1527. actives 0.89% (n = 290,000);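 active = inhibition above the mean of all tested compounds plus 3 SD, cutoff set per screening run, cut at about 7.5% in these data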;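 note: red hydrolysis product quenches plate fluorescence so inhibitors raise well fluorescence; 0% = enzyme with DMSO and 100% = DMSO without enzyme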
HCV NS3 hel inh: blocks Hepatitis C virus NS3 helicase unwinding; NS3 helicase DNA unwinding, Cy5 molecular beacon fluorescence; inhibition, % at 10.9 µM; actives 0.56% (n = 290,000); AID 1800;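 active = inhibition above the mean of all tested compounds plus 3 SD, set per campaign, cut at about 35% in these data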;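 note: 0% = DMSO wells and 100% = thioflavine S control wells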
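Assay system: hepatitis C virus NS3 helicase domain fragment enzyme. Also added: annealed dual-labelled DNA beacon duplex, ATP-started. Timing: 1 h reaction at 25 °C, ATP-initiated. Technique: Cy5 fluorescence at 0 and 60 min, beacon hairpin quenching. Evaluation: % inhibition of unwinding. Replication: one well per compound.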
M18AAP inhibitor: blocks P. falciparum M18 aspartyl aminopeptidase | actives 1.2% (n = 290,000) | recombinant PfM18AAP, H-Glu-NHMec fluorogenic cleavage | inhibition, % at 7.35 µM;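 active = inhibition above the campaign mean inhibition over all tested compounds plus 3 SD, cut at about 28% in these data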;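 note: 0% = plate median of test compound wells and 100% = 2 mM ZnCl2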
NALP1 inh: blocks the NALP1 inflammasome reconstituted in yeast. S. cerevisiae NALP1/ASC/caspase-1 growth, X-gal OD620, 72 h. inhibition, % at 10 µM. actives 0.61% (n = 280,000). AID 2071; in the data active = inhibition mostly above about 24%, no sharp cut-off; inactive = mostly below about 32%; note: some compounds called inactive have numbers as strong as hits
UBC9 SUMO inh: inhibitors of human SUMOylation (UBC9) | HTRF SUMOylation assay, SAE1/SAE2 + UBC9, in vitro | inhibition, % at 35 µM | actives 0.36% (n = 290,000); in the data active = inhibition above about 50%, passing the limit was not always enough; inconclusive = no clear call, values can overlap the other calls; note: strong numbers were not always called active
Target sequence (P63279 whole entry, looked up): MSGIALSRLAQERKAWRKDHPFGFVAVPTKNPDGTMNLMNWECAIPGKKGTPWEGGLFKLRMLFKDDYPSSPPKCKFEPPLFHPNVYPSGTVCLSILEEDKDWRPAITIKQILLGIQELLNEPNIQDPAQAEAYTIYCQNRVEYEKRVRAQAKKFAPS
FID counter: counter-screen for HCV NS3 helicase inhibitors: DNA intercalator displacement; actives 0.17% (n = 290,000); AID 1845; DNA fluorescent intercalator displacement, fluorescence; inhibition, % at 7.9 µM; in the data active = inhibition above about 37%;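 note: 0% = vehicle and 100% = reference compound; higher means more ethidium bromide displaced from hairpin DNA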
* = called active by the depositor; ? = inconclusive; . = no result given; & = joins results of further samples.

SMILES	MEKK2wt PB1 HTS	IMP-1 inhibitor	MEKK2mut PB1 HTS	VIM-2 inhibitor	HCV NS3 hel inh	M18AAP inhibitor	NALP1 inh	UBC9 SUMO inh	FID counter
Cc1cc(C)cc(-n2c(C)cc(/C=C3\C(=O)NC(=O)N(C)C3=O)c2C)c1	93	-1.0	-4	0.9	9	7	25	4	-7
CC1=CC(=O)OC2CC3OC4C[C@@H](C)C5OC6CC7O[C@]8(C)C/C=C\C9OC%10CC%11OC(CC(C)CO)CC(O)[C@]%11(C)OC%10CC9OC8C[C@]7(C)O[C@]6(C)CCC5OC4C[C@]3(C)OC12 (stereo not given in full)	105	-2.4	8	-2.9	2	-1	-7	-2	-21
OC(c1ccccc1)(c1ccccc1)c1ccncc1	106	-4.0	0	-2.9	-6	-4	18	3	-3
NC(=O)c1c(NC(=O)c2ccc(S(=O)(=O)N(CCCl)CCCl)cc2)sc2c1CCCCC2	102	-0.8	-1	-1.9	2	3	27	?	-1
NC(=O)c1ccc(N=Nc2c(O)[nH]c(=O)[nH]c2=O)cc1	101	-1.1	1	-1.0	0	1	27	9	26
CCCCn1c(O)c(C(CC)=NC(C)c2ccccc2)c(=O)[nH]c1=O (stereo not given)	99	0.0	11	-3.4	0	2	4	5	-31
O=[N+]([O-])[N-][n+]1cnn(Cc2ccccc2)c1	107	-2.8	3	-3.7	10	3	-3	6	-1
COc1ccc(NP(=O)(Oc2ccc(Cl)cc2)Oc2ccc(Cl)cc2)cc1OC	113	-3.5	0	-2.7	-13	7	12	-38	-21
COC(=O)CNC(=O)c1cn(CCC#N)nc1-c1ccc(F)cc1	89	-3.1	-15	-1.5	10	3	3	14	-4
CCOC(=O)C(O)(c1ccc(N(C)C(=O)c2ccc(Cl)c(Cl)c2)cc1)C(F)(F)F (stereo not given)	102	-3.7	2	-2.3	-7	3	34	-9	-16
CN1CCN(c2nc([N+](=O)[O-])nn2C)CC1	108	-2.7	4	-2.6	-12	4	26	-7	2
CN1CCN(c2c[nH]c(=O)[nH]c2=O)CC1	101	-0.4	0	-2.0	6	-1	1	3	0
COC(=O)COc1ccc(/C=C2\C(=O)NC(=S)N(c3ccc(C)cc3)C2=O)cc1OC	104	-2.1	2	-2.4	2	1	-10	30	-23
N#C/C(=C(/O)c1ccc(S(=O)(=O)N(CCCl)CCCl)cc1)c1nc2ccccc2[nH]1	108	-2.7	2	-2.3	-2	2	.	53*	-4
C=CCn1c(O)c(/C(C)=N/N2CCCCCC2)c(=O)[nH]c1=O	101	-1.3	1	-1.3	-2	-4	.	5	-17
Cc1cccc(-c2nc3ccccc3c(=O)n2-n2cccc2)c1	99	-0.6	0	0.0	1	5	6	8	-10
O=C(CF)NC(NC(=S)Nc1ccccc1O)C(Cl)(Cl)Cl (stereo not given)	98	-3.2	3	0.1	4	-4	2	18	-1
CCOC(=O)C1=Nc2ccccc2/C1=C\c1c(O)n(C)c(=O)n(C)c1=O	102	-3.2	1	-0.1	8	-4	-4	19	-4
CC(=O)c1c(C)[nH]c(C(=O)N2CCC3(CC2)OCCO3)c1C	104	-3.3	8	-4.8	-3	3	-2	8	-4
CC/C(=N\N1CCCCC1)c1c(O)[nH]c(=O)[nH]c1=O	109	-3.0	1	-2.8	-13	-9	.	7	-3
COCCNC(=O)CN1C(=O)CN=C(c2ccccc2)c2ccccc21	104	-4.1	9	-1.9	9	-4	.	-12	-14
CC(=Nc1ccccc1N)c1c(O)n(C)c(=O)n(C)c1=O	107	-2.2	6	-1.3	3	-5	5	1	-2
COc1ccc(-n2c(SCCN(C)C)nc3ccccc3c2=O)cc1	75	-1.9	-15	1.3	8	-6	17	10	9
CCOc1ccc(-n2c(O)c(C=NCCCn3ccnc3)c(=O)[nH]c2=O)cc1	89	-2.4	-3	-0.4	-5	10	13	9	-7
CCCCCn1c(=O)c(C(=O)Nc2cc(C)ccn2)c(O)c2ccccc21	96	-1.4	3	-1.7	-1	-14	15	5	-2

Reprinted from the part before: two entries, followed by the next part.
SMILES	MEKK2wt PB1 HTS	IMP-1 inhibitor	MEKK2mut PB1 HTS	VIM-2 inhibitor	HCV NS3 hel inh	M18AAP inhibitor	NALP1 inh	UBC9 SUMO inh	FID counter
CCOc1ccc(-n2c(O)c(C=NCCCn3ccnc3)c(=O)[nH]c2=O)cc1	89	-2.4	-3	-0.4	-5	10	13	9	-7
CCCCCn1c(=O)c(C(=O)Nc2cc(C)ccn2)c(O)c2ccccc21	96	-1.4	3	-1.7	-1	-14	15	5	-2
CCOC(=O)CCN=Cc1c(O)n(-c2ccc(Br)cc2)c(=O)[nH]c1=O	102	3.3	3	-1.5	2	1	18	12	-2
CN1CCN(c2c(C#N)c(C(F)(F)F)nn2C)CC1	99	-3.1	-4	-0.3	-10	-14	10	-13	-2
O=C1CCN(C(=O)CCCn2c(=O)oc3ccccc32)CC1	99	-1.7	6	-2.1	-4	2	11	1	-6
O=c1[nH]c(=O)n(-c2ccccc2)c(O)c1/C=C1/C(c2ccccc2)=Nc2ccccc21	99	-2.0	-1	-1.3	21	8	42	21	-15
Cc1nc2cc(F)ccc2n1C1CCN(Cc2nnnn2CCc2ccccc2)CC1	113	-5.1	5	-3.5	4	10	12	28	-15
O=C1NC(=O)C(=Cc2csc3ccccc23)C(=O)N1	96	-2.0	2	0.1	23	21	12	1	2
NP(=O)(OCCCc1ccccc1)Oc1ccccc1 (stereo not given)	111	-1.4	3	-2.2	9	-5	30	-8	-19
CCOc1ccccc1Oc1coc2cc(OC(=O)N(C)C)ccc2c1=O	114	-5.9	15	-1.4	-14	4	6	13	-36
CCN1CCN(C(c2cccs2)C(C)NC(=O)Oc2ccccc2)CC1 (stereo not given)	62	-0.2	11	1.2	-3	9	30	6	14
CCC1(C)CN(S(=O)(=O)OCC(Cl)(Cl)Cl)C(=O)N1 (stereo not given)	96	-1.4	-8	-0.1	5	-10	20	2	-2
COP(=O)(OC)C1(O)C(=O)Nc2ccc(Br)cc21 (stereo not given)	100	-2.6	-1	-1.4	2	3	21	-8	2
COc1ccc(N=Cc2c(O)n(C)c(=O)n(C)c2=O)cc1	108	-1.9	10	-0.4	-2	2	10	19	-13
CN(C)C(=O)Oc1cccc(NC(=O)N2CCOCC2)c1	106	-0.3	4	-1.2	-5	-6	-2	14	1
CCOC(=O)C(O)(c1ccc(N(CC)S(=O)(=O)c2ccc(C)cc2)cc1)C(F)(F)F (stereo not given)	90	-0.6	-7	-0.2	-12	-2	18	-11	-27
CCOC(=O)c1cc2c(cn1)[nH]c1ccccc12	101	-2.0	3	-1.0	1	4	22	7	-10
CCN1CCN(Cc2cc(OC)c(OC)cc2[N+](=O)[O-])CC1	106	-4.8	8	-2.4	3	12	-2	30	3
CN(CCOc1ccc(C=C2C(=O)NC(=O)NC2=O)cc1)c1ccccn1	100	-2.2	-6	0.3	-5	-6	-10	27	-7
COc1ccc(Cl)cc1C(=O)C1CCCN(CCO)C1 (stereo not given)	130	-4.2	33	-3.3	-20	6	13	1	3
O=[N+]([O-])c1cccc(CN2CCN(Cc3ccc(Cl)cc3)CC2)c1	96	-4.0	-4	-2.5	0	-1	12	-6	11
O=C1NC(=O)N(Cc2ccco2)C(=O)/C1=C/c1ccc(-c2cccc([N+](=O)[O-])c2)o1	82	-3.6	-3	1.5	39*	34*	29	.	1
Cc1ccsc1C(=O)C1CCCN(Cc2cnn(C(C)C)c2)C1 (stereo not given)	91	-3.9	-8	-6.4	9	3	15	19	6
O=c1[nH]c(=O)n(CCc2ccccc2)c(O)c1/C=N/N1CCOCC1	96	-3.0	-17	-3.4	10	7	.	5	-13
CCC(=NCC1CCCO1)c1c(O)n(Cc2ccccc2)c(=O)[nH]c1=O (stereo not given)	100	-0.8	-1	-0.3	10	-2	.	9	-13
CCN1CCN(c2nc([N+](=O)[O-])nn2C)CC1	88	0.3	-6	4.0	11	-3	-4	10	0
CC1=Nc2cc(C(=O)N3CCC4(CC3)OCCO4)ccc2Sc2ccc(Cl)cc21	102	-2.0	1	-2.0	-5	3	16	.	-50

Three entries out of the list, ordered by length of the SMILES, smallest number first.
SMILES	MEKK2wt PB1 HTS	IMP-1 inhibitor	MEKK2mut PB1 HTS	VIM-2 inhibitor	HCV NS3 hel inh	M18AAP inhibitor	NALP1 inh	UBC9 SUMO inh	FID counter
CCN1CCN(c2nc([N+](=O)[O-])nn2C)CC1	88	0.3	-6	4.0	11	-3	-4	10	0
O=[N+]([O-])c1cccc(CN2CCN(Cc3ccc(Cl)cc3)CC2)c1	96	-4.0	-4	-2.5	0	-1	12	-6	11
CCOC(=O)C(O)(c1ccc(N(CC)S(=O)(=O)c2ccc(C)cc2)cc1)C(F)(F)F (stereo not given)	90	-0.6	-7	-0.2	-12	-2	18	-11	-27

The list continues:
SMILES	MEKK2wt PB1 HTS	IMP-1 inhibitor	MEKK2mut PB1 HTS	VIM-2 inhibitor	HCV NS3 hel inh	M18AAP inhibitor	NALP1 inh	UBC9 SUMO inh	FID counter
CC(C)c1ccc(-n2c(O)c(/C=N/NC(=O)c3ccccc3O)c(=O)[nH]c2=S)cc1	91	-1.3	-12	-1.9	74*	6	-3	66*	-30
Cc1nc(CCl)cc(=O)[nH]1	94	-3.5	-4	-4.1	30	-6	18	6	-4
O=C(C1CC(=O)N(c2ccc(F)c(Cl)c2)C1)N1CCC2(CC1)OCCO2 (stereo not given)	101	0.2	5	1.6	0	0	13	17	-17
COc1ccc(C2C([N+](=O)[O-])=C(N)Oc3c2c(=O)oc2ccccc32)cc1 (stereo not given)	102	-1.0	4	0.3	18	0	13	3	-14
CN1CCCC(C(O)(c2ccccc2)c2ccccc2)C1 (stereo not given)	96	0.2	-1	1.3	3	8	8	8	5
CS(=O)(=O)N1CCN(C(=N)N[N+](=O)[O-])CC1	94	-1.6	-1	-3.6	-9	-3	-2	-1	-2
Cc1ccc(N2C(=O)NC(=O)/C(=C\c3ccc(N4CCOCC4)cc3)C2=O)cc1	98	-1.1	-3	0.2	12	-14	-8	-5	-6
CCOC(=O)c1c(C)n(CC(O)CN2CCOCC2)c2cc(Br)c(OC)cc12 (stereo not given)	99	-1.8	-5	0.5	-22	-3	7	-13	-1
COC(=O)N(c1ccccc1)P1(=S)OCCO1	111	-0.6	8	-1.0	0	4	5	0	-1
CCCCCCC(=O)c1c(O)n(-c2ccc(OC)cc2)c(=O)[nH]c1=O (tested in a mixture with another compound)	106	-2.5	16	-2.7	5	3	-2	6	-16
CCCCCCn1c(O)c(C=Nc2c(C)n(C)n(-c3ccccc3)c2=O)c(=O)[nH]c1=O	99	-1.7	-1	0.8	0	-7	6	32	-10
CC[C@@H](C(N)=O)N1CCCC1=O	114&96	-1.5	5&-2	-3.4	3	4	-5	3	0
CCC(=NCCc1ccccc1)c1c(O)n(C2CCCCC2)c(=O)[nH]c1=O	92	3.1	-1	-0.5	0	3	7	5	-7
c1ccc(CC2CCCCN2)cc1 (stereo not given)	107	1.8	1	-2.1	-11	-3	6	11	-3
CC1=CC(=C2C(=O)NC(=O)NC2=O)C=C(C(F)(F)F)N1C(C)C	102	-1.6	1	-2.4	-4	5	0	6	-3

This is a subset; count on the stated rates, not on these rows.
